Spn MK inh: inhibitors of Streptococcus pneumoniae mevalonate kinase. purified MK, PK/LDH-coupled NADH absorbance 340 nm. inhibition, % at 10 µM. 65,000 compounds, 0.48% hits. AID 555;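 active means ranked among the strongest by inhibition in the single 10 µM screen, a fixed top-ranked set picked for dose follow-up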; further: no value below 0 was filed
HPDE-C7 viability: cytotoxicity in HPDE-C7 cells, cell-based, fluorescence, HTS (AID 430); HPDE-C7 pancreatic duct cells viability, fluorescence; higher % means a stronger effect; 63,000 compounds, 1.8% hits; one-dose cytotoxicity, % at 10 µM; EC50 in µM for titrated hits;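 further: cells exposed to compound for 48 hours before viability readout; 0% = vehicle and 100% = reference cytotoxic drug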
Spn DPM-DC inh: blocks S. pneumoniae diphosphomevalonate decarboxylase | purified DPM-DC, PK/LDH coupled NADH fluorescence | calls only at 10 µM | 65,000 compounds, 0.49% hits | AID 556;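 active means the 320 compounds with the highest percent inhibition in the single-dose primary screen, excluding strongly autofluorescent ones, cut at about 32% in these data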;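 further: kinetic rate of NADH fluorescence loss reporting ADP formed by the decarboxylase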
Bfl-1 inhibitors: Bfl-1 inhibitors, primary screen, biochemical, fluorescence polarization, FITC-Bid, mouse (AID 432) | displacement, % at 20 µM, or IC50 in µM where a hit was titrated | 64,000 compounds, 0.02% hits | FITC-Bid BH3 peptide fluorescence polarization displacement; higher % means a stronger effect; in the data active means a potency from the dose series; inactive means the rest, 99 in 100 with displacement below about 15%; further: strong numbers were not always called active
PMK inhibit: inhibitors of Streptococcus pneumoniae phosphomevalonate kinase | inhibition, % at 10 µM | purified PMK, PK/LDH-coupled NADH absorbance 340 nm | AID 539 | 65,000 compounds, 0.49% hits;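 active means top-ranked compounds by inhibition in the single 10 µM screen, taking a fixed number of the strongest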;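 further: 0% = full reaction with DMSO carrier and 100% = background rate without enzyme reaction; no value below 0 was filed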
HT1080 viability: cytotoxicity in HT1080 fibrosarcoma cells, cell-based, fluorescence readout (AID 620) | HT1080 viability, fluorescence; higher % means a stronger effect | one-dose cytotoxicity, % at 10 µM; EC50 in µM for titrated hits | 87,000 compounds, 0.42% hits;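 further: cells exposed to compound overnight then 4 h with Alamar Blue; 0% = vehicle DMSO and 100% = killing control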
KRASV12 cytotoxicity: cytotoxicity in KRAS-transformed pancreatic duct cells, primary screen, cell-based, fluorescence, HTS (AID 431) | HPDE-C7K KRASV12 cells, Alamar Blue viability, 48 h; higher % means a stronger effect | cytotoxicity, % at 10 µM; hits with a dose series show EC50 in µM | 63,000 compounds, 1.7% hits;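 active means compounds whose percent cytotoxicity in the single-dose primary screen, scaled between solvent and toxic-drug controls, exceeds 50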;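 further: 0% = DMSO solvent wells and 100% = doxorubicin-treated wells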
TNAP inhibition: inhibition of tissue-nonspecific alkaline phosphatase – biochemical, luminescent (AID 518); inhibition, % at 20 µM, or IC50 in µM where a hit was titrated; purified TNAP enzyme, luminescent substrate readout; higher % means a stronger effect; 64,000 compounds, 0.09% hits; in the data active means a potency from the dose series; inactive means the rest, 99 in 100 with inhibition below about 22%;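 further: plate controls were vehicle for no effect and reference inhibitor for full effect; many of its hits are not listed in these tables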
LYP phosphatase: LYP phosphatase inhibitors, primary screen, biochemical, DiFMUP fluorescence, recombinant catalytic domain, 10 µM (AID 606) | one-dose inhibition, % at 10 µM; IC50 in µM for titrated hits | 52,000 tested, under 10 active | recombinant LYP catalytic domain, DiFMUP fluorescence; higher % means a stronger effect;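 active means IC50 under 40 µM in the dose-response test; inactive means IC50 of 40 µM or more, or never dose-tested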
PMK inhibit pilot replicates: also measured in PMK inhibit; calls as there; inhibition, %; measured here: pilot screen replicates
Spn MK inh pilot replicates: further read-out of Spn MK inh, marked with its call; inhibition, %; measured here: pilot screen replicates
Spn DPM-DC inh pilot screen %: second read-out of Spn DPM-DC inh, no call of its own (marks repeat the call); inhibition, %; measured here: pilot screen trials
* hit, by the source's call; i = inactive; . = not tested or not shown. Unless noted, no stated cut-off is given here; in the data, active means cytotoxicity above about 50%; inactive means the rest.

The line under a structure holds: LYP phosphatase, HT1080 viability, Spn MK inh pilot replicates, Spn DPM-DC inh pilot screen %, PMK inhibit, Spn MK inh, Spn DPM-DC inh, PMK inhibit pilot replicates, HPDE-C7 viability, TNAP inhibition, Bfl-1 inhibitors, KRASV12 cytotoxicity
1) CC(C(=O)Nc1ccc(N2CCOCC2)cc1)N1C(=O)c2ccccc2C1=O (stereo not drawn)
→ 17%, 30%, ., ., 7, 3, i, ., -27%, -3%, -7%, -8%
2) NC1=NC(c2cccc(O)c2)n2c(nc3ccccc32)N1 (stereo not drawn)
→ 16%, 1%, ., ., 16, 3, i, ., 5%, 6%, 0%, -1%
3) c1nnc2c3c4c(sc3ncn12)CCC4
→ ., -5%, ., ., 0, 8, i, ., 2%, 14%, -8%, -1%
4) O=C(Nc1cccc(C(F)(F)F)c1)C1CCN(S(=O)(=O)c2cnc[nH]2)CC1
→ ., 3%, ., ., 10, 17, i, ., 12%, 10%, -8%, 5%
5) CCn1c(=O)cc(OCC(=O)N(C)c2ccccc2F)c2ccccc21
→ ., -6%, ., ., 0, 2, i, ., 0%, 4%, 1%, 8%
6) Cc1csc(NC(=O)CSCC(=O)Nc2ccccc2)n1
→ 13%, 2%, ., ., 1, 4, i, ., -3%, 10%, 2%, 8%
7) O=C(CSc1nnc(Cn2cnc3ccccc32)o1)c1ccccc1
→ 7%, -1%, 0.0, 4.0, i, 7, i, 4.0, -24%, 12%, 2%, -12%
8) CC(=O)c1ccc(NC2OC(C)C(O)C(O)C2O)cc1 (stereo not drawn)
→ 4%, -8%, 1.0, 2.5, 9, 5, i, 1.0, -13%, 7%, -4%, -3%
9) COCc1nnc(NC(=O)CCCOc2ccccc2)s1
→ 3%, -1%, 0.0, 0.5, 0, 3, i, 1.0, 3%, 12%, -9%, 1%
10) CCOC(=O)C1CCN(S(=O)(=O)c2ccc(OCC(=O)OC)cc2)CC1
→ 8%, 4%, ., ., 11, 3, i, ., -18%, -8%, -5%, -17%
11) CC1(C)Cc2ccccc2-c2nc(CN3CCOCC3)[nH]c(=O)c21
→ ., 2%, ., ., 0, 3, i, ., -8%, 8%, -4%, -2%
12) Cc1ccsc1C1C=C(c2cccc(Br)c2)Nc2ncnn21 (stereo not drawn)
→ 9%, -6%, ., ., 9, 1, i, ., 12%, 13%, 24%, 10%
13) CC(C)[C@H](NC(=O)CCn1nnc2ccccc2c1=O)C(=O)O
→ ., -6%, ., ., 8, 11, i, ., -1%, 8%, -2%, -19%
14) COc1ccc(-c2noc(CN(C(=O)C(C)(C)C)C(C)C)n2)cc1
→ ., 3%, 0.0, 0.0, 12, 6, i, 5.0, -29%, 11%, 0%, -9%
15) CC(=O)Oc1cccc2c1C(=O)c1c(OC(C)=O)cc(C(=O)O)cc1C2=O
→ 10%, 4%, 0.0, 0.0, 7, 2, i, 2.5, 26%, 29%, 8%, 8%
16) CCOC(=O)C(NC(C)=O)(Nc1ccc(S(=O)(=O)Nc2onc(C)c2C)cc1)C(F)(F)F (stereo not drawn)
→ 20%, -21%, ., ., 14, 8, i, ., -17%, 6%, -2%, -29%
17) Cc1oc(-c2cc(Cl)ccc2Cl)cc1-c1nn2c(C)nnc2s1
→ -1%, 4%, ., ., 18, 0, i, ., -6%, 11%, 2%, 5%
18) COc1cc(NC(=O)c2c(-c3ccccc3Cl)noc2C)c2ncccc2c1
→ -6%, -2%, ., ., 0, 2, i, ., 1%, 10%, -6%, -2%
19) Cc1cc(C)c(C#N)c(Oc2ccc(O)cc2)n1
→ 6%, -2%, ., ., 0, 3, i, ., -2%, 12%, 1%, -4%
20) CC1=CC(C)(C)N(C(=O)CSc2nnc(-c3ccccc3)o2)c2ccc(C)cc21
→ 18%, -2%, ., ., 11, 6, ., ., -3%, 8%, -5%, -6%
21) COc1ccc2[nH]c(=O)c(CN(CCN3CCCC3)C(=O)Nc3ccccc3Cl)cc2c1
→ -2%, 3%, ., ., 4, 6, i, ., 4%, 12%, -11%, 10%
22) Cc1nn(C)c(C)c1S(=O)(=O)N1CCC(C(=O)Nc2ccc3c(c2)OCCO3)CC1
→ -3%, -1%, ., ., 2, 9, i, ., -10%, 7%, 10%, 6%
23) CCCCCCOC(=O)CCn1[nH]c(=O)c2ccccc2c1=O
→ ., -12%, ., ., 4, 0, i, ., -11%, 7%, -12%, 6%
24) S=C(c1ccc(N2CCOCC2)cc1)N1CCOCC1
→ -3%, 3%, ., ., 5, 7, i, ., 12%, 9%, 0%, 13%
25) CC(=O)Nc1cccc(NS(=O)(=O)Cc2ccc(Cl)cc2)c1
→ 8%, 2%, ., ., 11, 7, i, ., 4%, 4%, -1%, 3%
26) CCOC(=O)Cc1csc(NC(=O)CSc2nc3cccnc3n2CC)n1
→ 4%, -9%, ., ., 4, 12, i, ., -4%, 7%, -4%, -12%
27) CN1CCN(S(=O)(=O)c2cccc(S(=O)(=O)c3ccc(Cl)c(Cl)c3)c2)CC1
→ 4%, -7%, ., ., 25*, 13, i, ., -2%, 8%, 0%, -8%
28) Cc1ccc(N2CC(C(N)=O)CC2=O)cc1 (stereo not drawn)
→ 0%, 17%, ., ., 8, ., i, ., -8%, -4%, 1%, -22%
29) CCOc1cc(S(=O)(=O)N2CCN(Cc3ccccc3)CC2)ccc1Br
→ 13%, 6%, ., ., 1, 10, i, ., 1%, -2%, 0%, 4%
30) CC(=O)Nc1ccc(S(=O)(=O)Nc2nc(C)cc(-n3nc(C)cc3C)n2)cc1
→ -2%, 7%, ., ., 16, 8, i, ., 6%, 3%, 4%, -8%

3 entries already listed, sorted by count of non-hydrogen atoms, ascending:
The line under a structure holds: LYP phosphatase, HT1080 viability, Spn MK inh pilot replicates, Spn DPM-DC inh pilot screen %, PMK inhibit, Spn MK inh, Spn DPM-DC inh, PMK inhibit pilot replicates, HPDE-C7 viability, TNAP inhibition, Bfl-1 inhibitors, KRASV12 cytotoxicity
28) Cc1ccc(N2CC(C(N)=O)CC2=O)cc1 (stereo not drawn)
→ 0%, 17%, ., ., 8, ., i, ., -8%, -4%, 1%, -22%
24) S=C(c1ccc(N2CCOCC2)cc1)N1CCOCC1
→ -3%, 3%, ., ., 5, 7, i, ., 12%, 9%, 0%, 13%
16) CCOC(=O)C(NC(C)=O)(Nc1ccc(S(=O)(=O)Nc2onc(C)c2C)cc1)C(F)(F)F (stereo not drawn)
→ 20%, -21%, ., ., 14, 8, i, ., -17%, 6%, -2%, -29%

Back to the main list with the 4 entries that preceded the break.
The line under a structure holds: LYP phosphatase, HT1080 viability, Spn MK inh pilot replicates, Spn DPM-DC inh pilot screen %, PMK inhibit, Spn MK inh, Spn DPM-DC inh, PMK inhibit pilot replicates, HPDE-C7 viability, TNAP inhibition, Bfl-1 inhibitors, KRASV12 cytotoxicity
27) CN1CCN(S(=O)(=O)c2cccc(S(=O)(=O)c3ccc(Cl)c(Cl)c3)c2)CC1
→ 4%, -7%, ., ., 25*, 13, i, ., -2%, 8%, 0%, -8%
28) Cc1ccc(N2CC(C(N)=O)CC2=O)cc1 (stereo not drawn)
→ 0%, 17%, ., ., 8, ., i, ., -8%, -4%, 1%, -22%
29) CCOc1cc(S(=O)(=O)N2CCN(Cc3ccccc3)CC2)ccc1Br
→ 13%, 6%, ., ., 1, 10, i, ., 1%, -2%, 0%, 4%
30) CC(=O)Nc1ccc(S(=O)(=O)Nc2nc(C)cc(-n3nc(C)cc3C)n2)cc1
→ -2%, 7%, ., ., 16, 8, i, ., 6%, 3%, 4%, -8%
31) O=C(Nc1ccccc1)N1CC=C(c2ccccc2)CC1
→ 6%, 5%, ., ., 3, 9, i, ., -18%, 12%, -6%, -3%
32) COC(=O)c1cc(CSc2nc3ccc(C)cc3[nH]2)oc1C
→ 4%, 38%, ., ., 0, 8, i, ., -9%, 5%, 2%, 2%
33) O=C(Nc1ccccc1C(F)(F)F)C1CC(=O)N(c2ccccc2F)C1 (stereo not drawn)
→ 9%, 9%, ., ., 7, 10, i, ., -17%, 9%, -1%, -30%
34) COc1cc(-c2nc3n(n2)C(c2ccncc2)C(C(N)=O)=C(C)N3)cc(OC)c1OC (stereo not drawn)
→ -5%, 11%, ., ., 6, 1, i, ., -26%, 9%, 5%, -3%
35) Cc1cccc(Cn2c(=O)n(Cc3ccco3)c(=O)c3ccccc32)c1
→ 12%, 16%, 1.5, 1.0, 11, 0, i, 0.0, 2%, 8%, 12%, -5%
36) COc1ccc(OC(C)C(=O)N2CCN(c3ccccn3)CC2)cc1 (stereo not drawn)
→ ., 0%, 4.5, 2.0, 0, 2, i, 5.5, 5%, 18%, -1%, 6%
37) Cc1[nH]nc2c1C(=O)CC(C)(C)C2
→ 6%, -5%, 0.0, 0.5, 10, 6, i, 1.0, -18%, 45%, -7%, -18%
38) Cc1cc(C)n(C(CC(=O)N2CCc3ccccc3C2)C(=O)O)n1 (stereo not drawn)
→ ., -1%, ., ., 7, 6, i, ., -16%, 0%, -4%, -21%
39) CCOC(=O)c1c(C)c(C(=O)NCCN2CCOCC2)c(C)n1C
→ -5%, 3%, 2.0, 2.0, 10, 1, i, 3.5, -18%, 11%, -2%, -8%
40) COc1ccc(-c2nc(CSCC(=O)NCC3CCCO3)c(C)o2)cc1OC (stereo not drawn)
→ ., 7%, ., ., 17, 0, i, ., -11%, 12%, -4%, 3%
41) Cc1ccc(Cn2c(SCC(C)C)nc3c2c(=O)n(C)c(=O)n3C)cc1
→ -4%, -3%, 5.0, 1.5, 8, 12, i, 1.5, 3%, 9%, -6%, -6%
42) O=C1OC(NC(=O)c2ccccc2)C(n2cc(CO)nn2)=C1Cl (stereo not drawn)
→ ., -15%, ., ., 9, 8, i, ., -23%, 14%, 27%, -11%
43) O=C(NCCO)C1CCN(S(=O)(=O)c2ccc(F)cc2)CC1
→ 11%, -2%, ., ., 7, 10, i, ., 2%, 8%, 2%, 1%
44) CCCn1c(SCC(=O)NCCc2ccccc2)nnc1-c1ccccn1
→ 4%, -3%, 0.0, 2.5, 3, 1, i, 1.5, -18%, 8%, -4%, -18%
45) C=CCn1cnc2scc(-c3ccccc3)c2c1=O
→ -3%, -2%, ., ., 9, 7, i, ., -5%, 7%, -6%, 7%
46) CCOCCCNS(=O)(=O)c1ccc2c(c1)oc(=O)n2CC(=O)OCC
→ 8%, -12%, 4.0, 0.5, 18, 0, i, 2.0, -3%, 1%, -10%, -9%
47) O=C(Nc1nccs1)c1ccc(Br)o1
→ -2%, 1%, ., ., 12, 0, i, ., -3%, 4%, 2%, -2%
48) CC1CCCCC1NC(=O)C1CCN(C(=O)c2sccc2-n2cccc2)CC1 (stereo not drawn)
→ 8%, 2%, ., ., 1, 3, i, ., 1%, 8%, -4%, -4%

Single entries from the list:
compound 37 in TNAP inhibition shows 45%
compound 33 in HT1080 viability shows 9%
compound 41 in PMK inhibit shows 8
compound 34 in LYP phosphatase shows -5%
compound 46 in KRASV12 cytotoxicity shows -9%
compound 31 in HT1080 viability shows 5%
compound 48 in Bfl-1 inhibitors shows -4%

Not a hit list, and some 3.3% of all compounds hit somewhere here.
